Mtb UGM inh: M. tuberculosis UGM enzyme inhibitors, primary screen, biochemical, fluorescence polarization, single point. UDP-galactopyranose mutase (Mycobacterium tuberculosis (strain ATCC 25618 / H37Rv)), …. purified UGM, fluorescence polarization probe displacement. inhibition, % at 10 µM. 320,000 compounds, 0.06% hits. AID 504406, 2011; in the data active = inhibition above about 10%, passing the limit was not always enough; inconclusive = no clear call, values can overlap the other calls
Target sequence (P9WIQ1 whole entry, looked up): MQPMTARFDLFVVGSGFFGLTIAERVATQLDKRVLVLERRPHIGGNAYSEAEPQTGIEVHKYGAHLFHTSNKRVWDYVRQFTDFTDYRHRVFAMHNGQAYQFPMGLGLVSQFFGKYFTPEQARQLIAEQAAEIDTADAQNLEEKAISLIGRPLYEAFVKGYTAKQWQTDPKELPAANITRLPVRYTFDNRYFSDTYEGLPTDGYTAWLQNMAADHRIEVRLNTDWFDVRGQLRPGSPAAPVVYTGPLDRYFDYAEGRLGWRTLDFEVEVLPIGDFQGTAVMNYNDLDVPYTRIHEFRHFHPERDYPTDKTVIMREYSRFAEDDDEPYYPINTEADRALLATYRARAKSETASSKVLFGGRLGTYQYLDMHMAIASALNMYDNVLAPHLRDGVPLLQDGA
BoNT-A LC inh2: BoNT/A light chain protease inhibitors, primary screen, biochemical, flow cytometry, MLPCN library; Botulinum neurotoxin type A light chain protease (Clostridium botulinum A str. ATCC 3502); multiplex microsphere protease substrate cleavage; inhibition, % at 10 µM; 360,000 compounds, 0.17% hits; AID 588499, 2011; in the data active = inhibition above about 30%; inconclusive = no clear call, values can overlap the other calls; also: plate controls were buffer without enzyme for full effect and enzyme alone for no effect
FadD28 binding: inhibitors of FadD28 bisubstrate probe binding, primary screen, biochemical, fluorescence polarization, single point; 360,000 compounds, 0.22% hits; inhibition, % at 12.5 µM; AID 588549, 2011; Mycobacterium tuberculosis FadD28 fatty-acid-AMP ligase; in the data active = inhibition above about 8.5%, passing the limit was not always enough; inconclusive = no clear call, values can overlap the other calls
PrPC surface inh: inhibitors of human cell surface prion protein PrPC, primary screen, cell-based, TR-FRET. Major prion protein (Homo sapiens), P04156. TR-FRET read-out. inhibition, % at 13.8 µM. 370,000 compounds, 0.43% hits. AID 720596, 2013; in the data active = inhibition above about 24%; also: 0% = median of the test wells and 100% = reference compound wells
Mtb BioA inh: M. tuberculosis BioA enzyme inhibitors, primary screen, biochemical, plate reader, single point, HTS | purified M. tuberculosis BioA enzyme | inhibition, % at 9.99 µM | 360,000 compounds, 0.096% hits | AID 602481, 2012; in the data active = inhibition above about 40%; inconclusive = no clear call, values can overlap the other calls
GDH-TPI inh: GDH-TPI coupling enzyme inhibitors, primary screen, artefact control for M. tuberculosis FBA inhibitor project, biochemical, absorbance, full deck; GDH-TPI coupled enzyme counterscreen, NADH absorbance; inhibition, % at 4.8 µM; 360,000 compounds, 1.2% hits; AID 588335, 2011;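 also: 0% = DMSO wells and 100% = wells lacking the enzyme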
FBA Mtb inh: Mtb FBA enzyme inhibitors, primary screen, biochemical, fluorescence, strain H37Rv. Fructose-bisphosphate aldolase (Mycobacterium tuberculosis (strain ATCC 25618 / H37Rv)), …. purified M. tuberculosis FBA, fluorescence read-out. inhibition, % at 1 µM. 360,000 compounds, 2.3% hits; in the data active = inhibition above about 27%;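 also: 0% = vehicle and 100% = reference inhibitor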
Target sequence (P9WQA3 whole entry, looked up): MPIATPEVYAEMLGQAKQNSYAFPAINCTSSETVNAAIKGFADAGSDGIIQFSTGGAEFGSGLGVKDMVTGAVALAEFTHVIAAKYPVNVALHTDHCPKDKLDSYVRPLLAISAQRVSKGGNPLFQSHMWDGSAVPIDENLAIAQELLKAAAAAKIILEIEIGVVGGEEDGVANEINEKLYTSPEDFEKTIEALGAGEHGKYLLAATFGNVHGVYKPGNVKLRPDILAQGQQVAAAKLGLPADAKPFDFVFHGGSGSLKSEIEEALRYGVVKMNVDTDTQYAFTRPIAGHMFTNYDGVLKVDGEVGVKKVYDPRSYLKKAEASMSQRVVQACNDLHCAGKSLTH
BoNT F protease: BoNT/F light chain protease inhibitors, primary screen, biochemical, flow cytometry, MLPCN library; Multiplex microsphere protease cleavage assay; 360,000 compounds, 0.22% hits; inhibition, % at 10 µM; AID 588497, 2011; in the data active = inhibition above about 35%, passing the limit was not always enough; inconclusive = no clear call, values can overlap the other calls; also: plate controls were buffer without enzyme for full effect and enzyme alone for no effect
CCHF vOTU inh: CCHFV vOTU protease inhibitors, primary screen, biochemical, Pep-AMC substrate, fluorescence; Crimean-Congo hemorrhagic fever virus L polyprotein viral ovarian tumor (vOTU) protease …; inhibition, % at 11.5 µM; 370,000 compounds, 0.55% hits; AID 651958, 2012; also: 0% = vehicle wells with enzyme and 100% = no enzyme wells
Active calls of the source: *; ? = inconclusive; · = not tested or not shown; + = active, no number; & = joins results of further samples. Rule as the data show it, unless noted: active = inhibition above about 30%; inactive = the rest. Rows are unselected. About 4.8% of those tested had a hit in this group.

SMILES	Mtb UGM inh	BoNT-A LC inh2	FadD28 binding	PrPC surface inh	Mtb BioA inh	GDH-TPI inh	FBA Mtb inh	BoNT F protease	CCHF vOTU inh
COC(=O)C1=C(C)OC(N)=C(C#N)C1c1ccccc1F (configuration not stated)	-2.0	-0.2	-1.2	1	1.1	9	2	-4	-7
CN/C(=C/[N+](=O)[O-])NCCSCc1csc(CN(C)C)n1	0.0	0.5	-4.4	-2	-1.5	-11	0	6	2
Cc1ccc(S(=O)(=O)N2CCN(C(=O)CC(C)n3nc(C)c(Cl)c3C)CC2)cc1C (configuration not stated)	0.9	-4.7	-0.1	6	-0.7	-2	0	7	1
Cc1cc(NC(=O)c2ccccc2)nc2c1c(=O)oc1ccccc12	-0.5	0.5	-1.0	-3	·	-5	1	-1	0
CC(NC(=O)c1cccc(S(=O)(=O)N2CCCCCC2)c1)c1ccccc1 (configuration not stated)	·	·	0.3	4	-0.6	1	-1	·	3
COCCNC(=O)c1ccccc1NC(=O)COc1ccccc1	1.8	1.6	-2.3	5	-1.4	-13	-2	4	-3
Cc1ccc(NC(=O)CN2CCN(c3ccccn3)CC2)c(Cl)c1	1.3	-0.5	-3.7	0	·	-13	-2	3	8
CCOC(=O)C(=O)Nc1cccc(C(=O)OCC)c1	-2.5	-0.5	0.1	-7	·	10	2	1	-14
O=C(Nc1ccccc1Oc1ccccc1)[C@@H]1O[C@H](CO)[C@H](O)[C@H](O)[C@H]1O	·	-0.8	-4.6	-1	0.9	-3	-1	-3	6
Cc1ccc(C2OC(=O)c3ccccc32)cc1 (configuration not stated)	4.0	-0.5	-3.8	14	-2.2	2	-1	-2	0
Nc1c(Cl)ncnc1NCc1ccccc1	1.6	4.8	-3.3	5	3.6	13	1	?	9
COc1ccc(-c2nnc(SCC(=O)NCCc3ccccc3)o2)cc1	-0.4	-0.1	-0.9	-4	-0.8	-4	0	4	5
C=CCOc1c(Cl)cc(C2NC(=O)NC(C)=C2C(=O)OC)cc1Cl (configuration not stated)	-2.0	-1.7	-2.5	2	0.0	8	0	-15	5
Cc1ccc(S(=O)(=O)N2CCC(C(=O)NCCC3=CCCCC3)CC2)cc1C	-0.9	·	-0.7	10	-0.8	5	1	·	9
CCOC(=O)c1c(NC(=O)c2ccoc2C)sc(C(=O)N(C)C)c1C	1.2	-0.4	-0.7	2	1.8	6	3	3	14
O=C1NC[C@@H](CCCCN2CCN(CCc3ccc(O)cc3)C(=O)C2=O)N(CC2CCCCC2)C1=O	·	0.6	·	1	·	·	·	-4	-8
OCCNc1nc(-c2ccccc2)nc2c1oc1ccccc12	4.6	-0.5	-3.0	6	2.9	5	0	0	-8
CCCn1ncc(CN2CCC(n3nccc3NC(=O)CCc3ccccc3)CC2)c1C	0.2	-0.6	-4.1	-6	0.0	-13	-1	9	11
O=C(NCc1cccs1)c1ccc(CS(=O)Cc2ccccc2Cl)o1 (configuration not stated)	-0.7	-1.0	-2.1	-3	3.8	1	-2	-1	3
CN(c1ccccc1)S(=O)(=O)c1cccc(NC(=O)c2cccc(C#N)c2)c1	1.1	1.4	-7.1	-6	1.2	0	-1	-4	-8
CCCN(C(=O)COC(=O)c1cc(CC)c(C)s1)c1c(N)n(Cc2ccccc2)c(=O)[nH]c1=O	0.1	-7.6	-1.0	7	-1.1	0	-1	-24	10
CSc1ccccc1C(=O)Nc1cccc(N(C)S(C)(=O)=O)c1	1.1	-0.6	-2.5	-6	-0.8	5	1	-7	13
O=C(O)c1ccc(-n2c(-c3cc(C4CC4)[nH]n3)n[nH]c2=S)cc1	0.7	-0.3	-0.2	1	·	4	-1	0	-11
C=CCC[C@@H](Cc1ccc(F)cc1)C(=O)OC[C@@H]1CCCN1C(=O)[C@H](CC=C)CC(=O)N[C@H](CO)Cc1ccccc1	-3.5	-0.4	-7.3	2	1.4	-1	1	-7	26
O=C(CCc1ccccc1)NNc1ccc(F)cc1	-3.3	-5.5	-3.1	5	·	3	1	?	1
CS(=O)(=O)c1ncc(Cl)c(C(=O)Nc2ccc(OC(F)F)cc2)n1	-1.0	-3.3	-4.5	·	2.8	-1	-6	-3	·
C[C@H](CO)N1C[C@H](C)[C@@H](CN(C)C(=O)Nc2ccc(C(F)(F)F)cc2)Oc2ccc(NC(=O)CCC(F)(F)F)cc2C1=O	4.8	-0.7	1.2	7	-0.6&-1.0	10	1	-5	9
O=C(Nc1ccc2nsnc2c1)C1CC1	2.6	1.4	-1.0	-25	-0.3	13	18	2	-15
CCC(C)NC(=O)c1nn(C)c(=O)c2ccccc12 (configuration not stated)	0.5	-1.3	0.0	-3	·	0	2	-2	1
Oc1[nH]c2ccccc2c1N=Nc1cccc(Cl)c1	2.3	3.5	0.8	-7	-6.4	1	-5	-18	16
NC(=O)CSc1nnc(-c2ccc(S(=O)(=O)N3CCOCC3)cc2)n1CC1CCCO1 (configuration not stated)	0.4	0.6	-3.1	0	0.2	1	-2	3	-3
NNC(=O)c1ccncc1	·	0.1	-1.1	8	0.3	9	-1	-9	7
CC1(c2ccccc2)NC(=O)N(CC(=O)N2CCN(S(=O)(=O)c3c(F)cccc3F)CC2)C1=O (configuration not stated)	-2.7	-0.2	-0.3	-6	0.4	2	-1	-1	3
COc1cc(/C=N/n2c(-c3cc(C)[nH]n3)n[nH]c2=S)cc(OC)c1O	0.4	-0.1	-3.7	-6	2.8	11	3	1	13
Cc1ccc2c(c1)N(C(=O)CCC(=O)N1CCN(c3cccc(C)c3C)CC1)CCO2	0.8	0.3	-0.2	-4	-1.4	0	0	1	8
O=C(OCc1ccccc1)c1ccc2c(c1)-c1ccccc1C2=O	-2.1	9.5	0.0	-2	-0.5	2	2	14	13
COc1ccc(NC(=S)NNC(=O)c2nnn(-c3ccccc3)c2C)cc1	-1.4	-0.2	-2.9	7	·	5	-1	-6	19
CCOc1ccccc1NC(=O)c1cc(CC(C)C)oc1C	-2.4	-0.8	-2.2	-4	1.2	-1	-7	-8	4
CCOC(=O)CSc1nnc(-c2ccco2)n1C	-1.7	6.3	0.4	2	-1.6	2	-2	8	-6
Cc1ccc(NC(=O)Cn2nc(C(=O)Nc3ccc(C)cc3)ccc2=O)cc1	3.3	0.5	-3.9	1	0.3	1	2	0	18
CCCC(c1nnnn1Cc1ccco1)N1CCC(C(N)=O)CC1 (configuration not stated)	1.6	-0.8	0.8	1	0.5	5	3	2	-6
O=C1CC(NS(=O)(=O)c2ccc([N+](=O)[O-])cc2)CN1c1cccc(F)c1 (configuration not stated)	-0.3	3.4	-4.0	-30	12	-2	-1	12	-11
CC(C)N(Cc1ccccc1)C(=S)NCc1ccccc1	1.3	-0.5	-6.7	-1	·	-3	2	-7	10
COc1cc(/C=C(\C#N)C(=O)Nc2cccc(C(=O)O)c2)ccc1OCc1ccc(F)cc1	5.5	-0.5	-16	0	-7.0	36*	0	0	14
COc1ccccc1CNC(=O)C(NS(=O)(=O)c1ccc2c(c1)OCCO2)C(C)C (configuration not stated)	-2.8	-0.2	-1.1	-1	-3.0	0	3	-5	-9

Taken from above (2 entries):
SMILES	Mtb UGM inh	BoNT-A LC inh2	FadD28 binding	PrPC surface inh	Mtb BioA inh	GDH-TPI inh	FBA Mtb inh	BoNT F protease	CCHF vOTU inh
Cc1ccc(NC(=O)Cn2nc(C(=O)Nc3ccc(C)cc3)ccc2=O)cc1	3.3	0.5	-3.9	1	0.3	1	2	0	18
CCCC(c1nnnn1Cc1ccco1)N1CCC(C(N)=O)CC1 (configuration not stated)	1.6	-0.8	0.8	1	0.5	5	3	2	-6

Part of the list above, set out differently:
Structure | Mtb UGM inh | BoNT-A LC inh2 | FadD28 binding | PrPC surface inh | Mtb BioA inh | GDH-TPI inh | FBA Mtb inh | BoNT F protease | CCHF vOTU inh
Cc1cc(NC(=O)c2ccccc2)nc2c1c(=O)oc1ccccc12 | -0.5 | 0.5 | -1.0 | -3 | · | -5 | 1 | -1 | 0
CC(NC(=O)c1cccc(S(=O)(=O)N2CCCCCC2)c1)c1ccccc1 (configuration not stated) | · | · | 0.3 | 4 | -0.6 | 1 | -1 | · | 3
COCCNC(=O)c1ccccc1NC(=O)COc1ccccc1 | 1.8 | 1.6 | -2.3 | 5 | -1.4 | -13 | -2 | 4 | -3
Cc1ccc(NC(=O)CN2CCN(c3ccccn3)CC2)c(Cl)c1 | 1.3 | -0.5 | -3.7 | 0 | · | -13 | -2 | 3 | 8
CCOC(=O)C(=O)Nc1cccc(C(=O)OCC)c1 | -2.5 | -0.5 | 0.1 | -7 | · | 10 | 2 | 1 | -14
O=C(Nc1ccccc1Oc1ccccc1)[C@@H]1O[C@H](CO)[C@H](O)[C@H](O)[C@H]1O | · | -0.8 | -4.6 | -1 | 0.9 | -3 | -1 | -3 | 6
Cc1ccc(C2OC(=O)c3ccccc32)cc1 (configuration not stated) | 4.0 | -0.5 | -3.8 | 14 | -2.2 | 2 | -1 | -2 | 0
Nc1c(Cl)ncnc1NCc1ccccc1 | 1.6 | 4.8 | -3.3 | 5 | 3.6 | 13 | 1 | ? | 9
COc1ccc(-c2nnc(SCC(=O)NCCc3ccccc3)o2)cc1 | -0.4 | -0.1 | -0.9 | -4 | -0.8 | -4 | 0 | 4 | 5
C=CCOc1c(Cl)cc(C2NC(=O)NC(C)=C2C(=O)OC)cc1Cl (configuration not stated) | -2.0 | -1.7 | -2.5 | 2 | 0.0 | 8 | 0 | -15 | 5
Cc1ccc(S(=O)(=O)N2CCC(C(=O)NCCC3=CCCCC3)CC2)cc1C | -0.9 | · | -0.7 | 10 | -0.8 | 5 | 1 | · | 9
CCOC(=O)c1c(NC(=O)c2ccoc2C)sc(C(=O)N(C)C)c1C | 1.2 | -0.4 | -0.7 | 2 | 1.8 | 6 | 3 | 3 | 14

Remaining list, next part.
SMILES	Mtb UGM inh	BoNT-A LC inh2	FadD28 binding	PrPC surface inh	Mtb BioA inh	GDH-TPI inh	FBA Mtb inh	BoNT F protease	CCHF vOTU inh
CCOC(=O)C1CCN(C(=O)c2sc3ncnc(N4CCC(C)CC4)c3c2C)CC1	-0.7	?	-1.1	12	·	12	3	2	0
CC(OC(=O)C1CCN(S(=O)(=O)c2ccccc2)CC1)C(=O)Nc1ncc(Cl)cc1Cl (configuration not stated)	1.3	-1.0	-5.0	3	-0.4	-1	0	-3	8
O=C(c1cc(Br)c(Br)s1)N1CCOCC1	0.3	2.9	-3.6	0	0.2	-1	-1	2	-2
Oc1ccc(/C=N/Nc2cccc3cccnc23)c(O)c1	1.7	-1.0	0.3	-10	-3.7	19	-2	-21	11
COc1cc(-c2nnc(SCC#CCO)o2)cc(OC)c1OC	-4.5	-0.4	-3.6	2	0.1	-10	4	-1	1
CC(=O)Nc1ccc(S(=O)(=O)C(C#N)c2nc3ccccc3nc2NCCCO)cc1 (configuration not stated)	0.7	1.5	-2.3	-11	3.2	24	+	-2	-268

Assay outcomes (PubChem BioAssay)
